S1P3 antagonist: S1P3 (human) receptor antagonism; Q99500; CHO S1P3 NFAT-BLA reporter, FRET fluorescence, antagonist mode; 170,000 compounds, 0.27% hits; inhibition, % at 4.98 µM;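 active means inhibition above the plate cutoff, the mean inhibition of test wells on that plate plus 3 SD, cut at about 28% in these data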;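 further: cells challenged with S1P at its EC80 of 0.8 µM; blue over green emission ratio from cleaved BLA substrate after 4 h stimulation; 0% = S1P-stimulated wells and 100% = unstimulated DMSO-only wells; some compounds past the cut are filed as inactive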
STAT3 activator: increases IL-6 driven STAT3 reporter signal; U3A cells, IL-6 STAT3-luciferase reporter, luminescence; 100% = signal with IL-6 EC80 alone; activation (% of control), % at 5.6 µM; 190,000 compounds, 0.91% hits; AID 871;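 active means activation above the screen-wide mean of compound activation plus 3 SD, cut at about 130% in these data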;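 further: 0% = background luminescence of wells with medium and substrate only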
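System – human U3A cells carrying STAT3-luciferase construct · Probe or stimulus – Interleukin-6, 33 ng/mL · Schedule – compound 1 h, then IL-6 6 h at 37 °C · Signal – luminescence from STAT3-driven luciferase reporter · Evaluation – percent of IL-6-only median luminescence · Benchmarks – IL-6-only high control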
TR-FRET SRC-2 ct: TR-FRET artefact, counter-screen to PPARgamma/SRC-2 agonist assay; hits give high values; TR-FRET ratio at 8 µM; 200,000 compounds, 0.4% hits; in the data active means TR-FRET ratio above about 2000; further: inactives centre near 1500
PPARg SRC2 recr: PPARgamma-driven SRC-2 recruitment agonism; P37231; PPARgamma LBD-SRC-2 recruitment, biochemical; activation, % at 8 µM; 200,000 compounds, 0.34% hits; AID 1032; in the data active means activation above about 22%;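 further: 0% = vehicle and 100% = reference agonist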
Target sequence (P37231 whole entry, looked up, the tested form may be a part): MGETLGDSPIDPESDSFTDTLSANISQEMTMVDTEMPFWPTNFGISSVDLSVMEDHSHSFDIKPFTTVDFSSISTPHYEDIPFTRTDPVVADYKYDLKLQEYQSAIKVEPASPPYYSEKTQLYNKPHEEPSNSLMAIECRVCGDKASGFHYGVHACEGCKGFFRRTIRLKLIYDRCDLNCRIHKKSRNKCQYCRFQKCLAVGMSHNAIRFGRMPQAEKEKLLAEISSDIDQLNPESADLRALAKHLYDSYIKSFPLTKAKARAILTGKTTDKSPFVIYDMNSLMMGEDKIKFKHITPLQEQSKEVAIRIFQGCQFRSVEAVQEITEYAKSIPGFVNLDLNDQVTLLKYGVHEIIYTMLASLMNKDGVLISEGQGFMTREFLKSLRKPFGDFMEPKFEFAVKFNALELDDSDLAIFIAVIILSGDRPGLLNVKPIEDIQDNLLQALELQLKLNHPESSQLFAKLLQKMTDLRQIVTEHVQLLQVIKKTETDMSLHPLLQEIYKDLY
RAM inhibit: yeast RAM network inhibition; S. cerevisiae dse1pr::URA3 reporter, 5-FOA growth OD615, 2 d; analog-sensitive cbk1-as2 kinase mutant strain; inhibition, % at 50 µM; 190,000 compounds, 1.8% hits; AID 868;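 active means inhibition above a set limit, 3 SD over mean compound inhibition, cut at about 8.4% in these data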;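 further: 0% = DMSO-only wells with no growth and 100% = 10 µM 1-NA-PP1 full growth; inhibition rescues growth on 5-FOA so higher OD means more RAM inhibition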
STAT3 inh: inhibitors of IL-6 induced STAT3 signaling. AID 862. inhibition, % at 5.5 µM. 190,000 compounds, 0.89% hits. U3A cells, IL-6 STAT3-luciferase reporter, luminescence; host cell line lacks STAT1;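 active means inhibition above the mean inhibition across all screened compounds plus 3 SD, cut at about 44% in these data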;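 further: 0% = DMSO only wells and 100% = 100 µM nifuroxazide control wells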
PPARg SRC-1 ag: promotes SRC-1 coactivator recruitment by human PPARgamma. P37231. PPARgamma-SRC-1 coactivator recruitment biochemical assay. activation, % at 8 µM. 200,000 compounds, 0.41% hits. AID 631; in the data active means activation above about 19%;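 further: 0% = DMSO and 100% = reference agonist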
TLR4 MyD88 comp: TLR4-MyD88 interaction inhibition in cells | O00206+Q99836 | HeLa CL3-4 TLR4/MyD88 BLA complementation, FRET ratio | inhibition, % at 8.4 µM | 200,000 compounds, 0.18% hits; in the data active means inhibition above about 25%;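 further: 0% = vehicle and 100% = reference inhibitor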
ROMK mod: modulators of human ROMK potassium channel; P48048; Tet-inducible ROMK, thallium flux fluorescence; actives lie on both sides; B-score at 10 µM; 130,000 compounds, 2% hits; AID 1918;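 active means signal ratio slope over the read window, or its plate-corrected B-score, at least 3 SD from the plate mean, either direction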;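 further: B-score of the F/F0 ratio slope over 7 to 12 s after thallium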
Target sequence (P48048 whole entry, looked up): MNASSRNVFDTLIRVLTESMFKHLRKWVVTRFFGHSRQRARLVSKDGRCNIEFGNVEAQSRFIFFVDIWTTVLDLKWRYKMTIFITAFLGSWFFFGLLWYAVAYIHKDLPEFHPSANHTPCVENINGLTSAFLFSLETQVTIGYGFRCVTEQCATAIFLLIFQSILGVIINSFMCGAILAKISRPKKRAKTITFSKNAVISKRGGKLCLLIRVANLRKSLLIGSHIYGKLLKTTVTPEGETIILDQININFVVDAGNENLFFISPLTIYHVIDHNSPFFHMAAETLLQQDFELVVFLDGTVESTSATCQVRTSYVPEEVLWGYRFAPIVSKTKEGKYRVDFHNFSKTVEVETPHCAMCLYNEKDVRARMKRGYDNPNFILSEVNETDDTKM
STAT1 blocker: reduces IFN-gamma driven STAT1 reporter signal. NIH 3T3 STAT1-luciferase reporter, luminescence. inhibition, % at 5.5 µM. 200,000 compounds, 0.35% hits;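 active means inhibition above a set limit, the mean inhibition across all tested compounds plus 3 SD, cut at about 34% in these data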;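 further: 0% = IFN-gamma with DMSO and 100% = IFN-gamma with 300 µM nifuroxazide; values of inactives mirror those of a sister screen read the other way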
PPARg SRC-3 ag: PPARgamma-driven SRC-3 recruitment agonism; 200,000 compounds, 0.26% hits; P37231; AID 731; activation, % at 8 µM; biochemical PPARgamma/SRC-3 coactivator recruitment assay; in the data active means activation above about 23%;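 further: 0% = DMSO and 100% = reference agonist; some compounds past the cut are filed as inactive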
Starred values were filed as active, the others as inactive; . = not tested or not shown; & = joins results of further samples.

canonical_smiles	S1P3 antagonist	STAT3 activator	TR-FRET SRC-2 ct	PPARg SRC2 recr	RAM inhibit	STAT3 inh	PPARg SRC-1 ag	TLR4 MyD88 comp	ROMK mod	STAT1 blocker	PPARg SRC-3 ag
CCC12CN3CCN(CC(C3)/C1=N\NC(=O)Nc1ccccc1)C2	-7	100	1463	9	2.3	4	13	1	-0.27	-11	1
Cc1nc2cc(N3CCCCC3)c(NC(=O)c3ccncc3)cc2c(=O)n1Cc1ccc(Cl)cc1	.	110	1445	-5	0.1	-14	-2	-2	-0.43	4	-12
CCN(CC)S(=O)(=O)c1ccc2c(c1)N(CC(=O)NCCc1ccc(S(N)(=O)=O)cc1)C(=O)CO2	-15	98	1532	6	1.5	13	1	-5	0.85	0	-1
O=C(CCn1nc(-c2ccc(Cl)cc2)ccc1=O)NCc1cccnc1	.	102	1428	0	-1.4	7	-5	-4	.	1	4
CCOC(=O)c1c(C)nc2c(c1-c1cc(OC)ccc1OC)C(=O)c1ccccc1-2	.	107	1501	0	4.7	-1	5	2	.	0	6
CCOC(=O)c1c(CN(C)C)n(-c2ccccc2)c2cc(Br)c(O)cc12	-11	106	1618	-5	1.9	-1	5	4	-0.82	-3	2
CC1CCCCC1NC(=O)CSCC(=O)O (stereo not drawn)	-6	101	1714	5	0.7	-4	-6	-6	0.98	1	2
c1ccc2c(c1)COC(CNC1CCCCC1)OC2	-5	104	1579	5	-0.2	2	4	9	-0.43	-15	4
COc1ccc(-c2nnn(Cc3nn[nH]n3)n2)cc1OC	4	108	1674	5	0.3	-3	4	-5	0.35	0	-11
COc1cc(C(=O)Nc2ccncc2)cc(OC)c1OC	-4	94	1620	-1	0.0	11	1	10	-0.16	0	-3
Nc1nonc1-c1noc(N2CCCCC2)n1	-68	95	1488	15	-1.2	8	11	-12	-1.2	-21	1
CCc1cccc(OCCn2nc(C(=O)O)c3ccccc3c2=O)c1	1	104	1412	-10	4.5	-2	-4	7	-0.52	3	-2
Cc1ccc(S(=O)(=O)N2CCCC(C(=O)Nc3ccc(C(=O)O)cc3)C2)cc1Cl (stereo not drawn)	-8	97	1481	6	4.5	8	0	3	0.91	7	1
CCOC(=O)C(NC=O)(NC(C)(C)C)C(=O)OCC	.	104	1499	3	0.7	2	-1	-15	-0.11	-5	-2
Cc1cc(C)n(/C(=C/N(C)C)C(=O)c2ccccc2)n1	-15	104	1616	2	-0.6	-4	-2	-1	0.54	1	3
Fc1ccccc1-c1nc(NCCCN2CCOCC2)c2ccccc2n1	4	108	1396	1	-0.1	0	-6	17	-1.3	4	-5
COc1ccc2c(c1)C1=NN(/C(C)=C/C(C)=O)C(c3cccc(F)c3)C1CC2 (stereo not drawn)	-4	118	1554	2	1.5	-21	-8	-6	-0.67	1	8
O=C(COC(=O)CCc1ccccc1)Nc1cc(S(=O)(=O)N2CCOCC2)ccc1N1CCCC1	-10	100	1471	-7	1.1	2	-1	9	0.29	0	0
Cc1nonc1NC(=O)CSc1ccc(-c2ccccc2)nn1	-38	97	1389	-6	-0.2	6	0	0	-0.34	3	-9
CCCCSC1=N/C(=C/c2ccsc2)C(=O)N1c1ccccc1	-15	106	1532	-3	16*	-10	0	-2	-0.48	12	-2
COc1ccc(CCNC(=O)Cn2c(=O)oc3ccccc32)cc1OC	-9	102	1433	1	0.5	2	0	-2	.	-5	-8
Cn1c(Cn2c(=O)sc3ccccc32)nnc1SCC(=O)Nc1ccc(F)cc1	11	95	1655	4	2.9	6	3	8	.	2	4
CCn1c(Cn2nnc(-c3ccccc3)n2)nnc1SCC(=O)Nc1cccc(C(C)=O)c1	-7	105	1483	4	0.4	-3	2	-2	-0.12	3	0
Cc1ccc(-c2cn3nc(C)c(C)nc3n2)cc1	3	107	1422	-1	4.2	-4	-2	-9	-0.42	-14	-4
COc1cccc(C2CC(c3c(Cl)cccc3Cl)n3nc(N)nc3N2)c1 (stereo not drawn)	-30	111	1394	0	1.7	-8	6	-1	.	1	2
OCCN1CCN(CCCc2c3c(cc4c2CCC4)CCC3)CC1	1	100	1576	-5	2.7	-2	-7	-6	-1.3	2	-3
Cc1cccc(N2CCN(C(=O)c3ccc(NC(=O)C4CCCO4)cc3)CC2C)c1 (stereo not drawn)	.	96	1578	-3	1.6	9	1	6	0.49	-7	-6
O=C(C1COc2ccccc2O1)N1CCc2ccccc21 (stereo not drawn)	-10	99	1352	6	1.1	5	10	9	.	-34	1
CCc1ccc(C(=O)CCC2CCCCC2=O)cc1 (stereo not drawn)	.	105	1550	4	-0.4	2	-6	-7	.	-20	-2
O=C(OCc1ccc(F)cc1)c1ccc2ccccc2n1	-8	93	1677	7	0.4	16	-2	-4	-0.01	-17	1
CCc1ccc(OCCn2cccn2)cc1	-17	98	1642	5	-0.4	4	2	-9	-0.13	-11	3
CCc1ccccc1NC(=O)CSc1nc2c(c(-c3ccco3)c1C#N)CCCC2	-14	120	1660	0	7.8	-12	1	-2	.	-2	8
CC(C)CCN1C(=O)c2ccc(C(=O)OCn3nnc4ccccc4c3=O)cc2C1=O	-18	100	1714	11	3.2	5	8	-4	-0.054	5	-5
CCOC(=O)Cc1csc(NC(=O)COc2cccc(C)c2)n1	4	94	1619	5	2.8	14	6	7	-0.95	7	2
CCn1c(=O)c(C(=O)NNS(=O)(=O)c2ccc(C)cc2)c(O)c2ccccc21	-1	103	1537	-4	1.4	-6	6	-17	-0.52	-2	1
COc1ccc(NC(=O)CNc2cc(S(=O)(=O)N3CCOCC3)ccc2NCC2CCCO2)cc1 (stereo not drawn)	-16	87	1374	-4	5.0	20	-2	4	0.15	-1	0
CCc1cc(=O)oc2cc(OCC(N)=O)c(Cl)cc12	.	89	1493	4	-0.7	15	0	-3	-0.98	0	-2
COc1ccccc1NC(=O)CN(Cc1ccco1)C(=O)c1cccs1	-4	104	1387	0	4.2	3	4	17	.	-4	0
C=CCC1c2cccc(C(=O)O)c2C(=O)N1c1cccc(C)c1 (stereo not drawn)	1	87	1571	10	-1.9	20	1	-7	.	2	2
O=C(/C=C/c1ccco1)N1CCN(S(=O)(=O)c2ccc(F)c(F)c2F)CC1	9	100	1681	-5	2.5	8	5	-27	0.11	1	0
CCC/C(=N/NC(=O)c1ccccc1Cl)c1ccccc1	-10	97	1567	-3	1.9	9	2	-11	.	-10	3
CCN(C(=O)COc1cccc2cccnc12)C1CCS(=O)(=O)C1 (stereo not drawn)	-8	103	1550	4	1.8	1	-3	-3	0.07	-2	4
O=C(CCc1nnc(-c2ccccc2)o1)NCc1c(F)cccc1F	0	101	1647	-5	1.2	4	4	0	0.04	-1	2
CC(NC(=O)c1ccc(Cn2cc([N+](=O)[O-])cn2)cc1)c1ccccc1 (stereo not drawn)	-3	86	1473	1	-1.2	15	-2	-7	-1	-13	2
CCOc1cccc(-c2nn(-c3ccccc3)cc2/C=C(/C#N)C(=O)NCCCn2ccnc2)c1	2	99	1811	8	5.7	1	-1	-5	-0.34	-3	-1
COc1ccc(-c2oc(NC(C)=O)c(C#N)c2-c2ccc(OC)cc2)cc1	.	96	1599	2	1.9	6	8	0	0.15	-1	0
CCOC(=O)N1CCN(C(=O)COc2ccc(Br)cc2)CC1	-7	102	1634	5	0.2	4	9	7	-2.5	2	-1
CCCCC12CN3CC(C)(CN(C1)C31C(=O)N(C)c3ccc(C)cc31)C2=O (stereo not drawn)	11	114	1278	-8	-0.6	-12	-4	7	-0.82	4	-14
CONc1nc(NC(C)(C)C)nc(OCC#N)n1	-6	112	1620	6	0.9	-14	0	14	-0.38	-13	1
O=C(C1=C[C@@H](c2ccccc2)C[C@@H](OCc2ccc(CO)cc2)O1)N1CCOCC1	-8	.	1454	21	1.4	.	-2	3	.	4	2
CCC1Oc2ccccc2N(CC(=O)NCc2ccco2)C1=O (stereo not drawn)	-8	105	1539	0	-1.2	2	-8	-10	0.25	5	-3
COc1ccc(/C=N/NC(N)=S)cc1OC(=O)c1ccccc1	.	95	1584	12	0.8	13	4	-6	.	1	1
CC(=O)Nc1ccc(S(=O)(=O)N2CCN(CCCOc3ccccc3Cl)CC2)cc1	.	84	1544	7	1.3	20	2	-12	-0.45	2	10
COc1ccc(NS(=O)(=O)c2cc(NC(=O)c3cccs3)ccc2N2CCCC2)cc1	-1	97	1743	1	5.5	8	2	-2	1.6	8	3
COC(=O)c1ccc(CSCC(=O)Nc2ccccc2)cc1	-13	93	1704	6	1.3	13	6	2	-0.014	14	3
Nc1nc(SCC(=O)NCCN2CCOCC2)nc2sc3c(c12)CCC3	1	100	1505	-4	1.2	3	6	5	.	1	2

(more compounds)
canonical_smiles	S1P3 antagonist	STAT3 activator	TR-FRET SRC-2 ct	PPARg SRC2 recr	RAM inhibit	STAT3 inh	PPARg SRC-1 ag	TLR4 MyD88 comp	ROMK mod	STAT1 blocker	PPARg SRC-3 ag
Cc1cc(/C=C(\C#N)C(N)=O)c(C)n1-c1ccc(N2CCOCC2)c([N+](=O)[O-])c1	-12	86	1527	2	1.4	19	4	-11	0.61	4	-2
Cc1ccc(-c2cn(-c3ccccc3)c3[n+]2CCCS3)cc1	6	51&63	1429&1390	7&4	2.0&-0.8	57*	-2&2	12&7	0.81&-1.2	28&30	-1&-2
CCOC(=O)C1CCN(c2ncnc3c2cnn3-c2ccc(OC)cc2)CC1	.	93	1571	5	0.7	15	10	0	-0.11	-13	17
CCC(=O)NC1=C(NC(C)c2ccccc2)C(=O)c2ccccc2C1=O (stereo not drawn)	.	100	1735	17	-0.6	0	1	2	0.0011	10	9
Cn1nnnc1SCC(=O)Nc1cc(C(F)(F)F)ccc1N1CCOCC1	-16	96	1561	0	1.0	8	3	6	0.41	2	-1
O=C(O)/C=C/C(=O)Nc1ccc2c(c1)NC(=O)CO2	-4	102	1630	16	1.6	5	10	7	0.22	0	-1
CC(C)(C)c1nnc(NC(=O)c2cccnc2)s1	4	96	1581	1	0.5	11	-1	0	-1.2	5	2
COc1cccc(N2CCCn3c2nc2c3c(=O)n(CCN3CCOCC3)c(=O)n2C)c1	13	101	1431	-3	0.5	3	0	0	0.48	-3	-4

No new results follow: entries from further up.
canonical_smiles	S1P3 antagonist	STAT3 activator	TR-FRET SRC-2 ct	PPARg SRC2 recr	RAM inhibit	STAT3 inh	PPARg SRC-1 ag	TLR4 MyD88 comp	ROMK mod	STAT1 blocker	PPARg SRC-3 ag
Cc1cc(/C=C(\C#N)C(N)=O)c(C)n1-c1ccc(N2CCOCC2)c([N+](=O)[O-])c1	-12	86	1527	2	1.4	19	4	-11	0.61	4	-2
Cc1ccc(-c2cn(-c3ccccc3)c3[n+]2CCCS3)cc1	6	51&63	1429&1390	7&4	2.0&-0.8	57*	-2&2	12&7	0.81&-1.2	28&30	-1&-2

Compound activity as filed in PubChem.
